C1s inh – human complement C1s inhibition; P09871; purified C1s, fluorogenic AMC substrate, pooled mixtures; mean inhibition % of two 10-compound mixtures (stronger effect = higher value), % at 5 µM (by protocol); hit rate 0.16% among 62,000; AID 538;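 active means inhibition above 20% in each of the two 10-compound mixture wells holding the compound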;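 further: 0% = enzyme wells lacking compound mixture and 100% = no-enzyme blank wells; some compounds called inactive have numbers as strong as hits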
CatB inh – blocks human cathepsin B protease activity. purified cathepsin B, fluorogenic substrate, fluorescence. inhibition, %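 (tested at 10 µM)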. hit rate 0.1% among 63,000. AID 453; in the data active means inhibition above about 21%;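 further: 0% = enzyme with no compound and 100% = no enzyme blank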
AP complement – orthogonal test for alternative complement pathway inhibitors; Human serum alternative complement pathway, LPS-coated ELISA, C3 deposition; tested in compound mixtures; inhibition, % at 5 µM; hit rate 0.08% among 62,000; AID 1235;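 active means inhibition above 30% in each of the two pooled mixtures holding the compound, so the lower value exceeds 30%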;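 further: 0% = serum in Mg-EGTA without compound and 100% = EDTA serum blank; some compounds past the cut are filed as inactive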
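Medium: diluted human serum in Mg2+-EGTA GVB++. Assay system: human serum complement alternative pathway, C3 deposition onto LPS. Also added: Plate-bound LPS. Technique: Anti-C3 ELISA, OD 450 nm. Measure: percent inhibition. Incubation: 1 h at 37 °C. Dosing: 5 µM each compound, pools of ten, 50 µM per pool.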
FXIa mix inh – blocks human factor XIa in pooled compound mixtures; P03951; inhibition, % at 5 µM; purified FXIa, fluorogenic substrate; hit rate 0.19% among 62,000;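 further: each value is inhibition by a whole ten-compound pool holding the compound; 0% = enzyme with no mixture and 100% = wells lacking enzyme; strong numbers were not always called active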
FXIIa mix inh – factor XIIa (human) inhibition, mixture screen; P00748; hit rate 0.2% among 62,000; purified FXIIa, fluorogenic substrate, pooled mixtures; inhibition, % at 5 µM;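 further: 0% = enzyme without compound and 100% = no enzyme blank; some results filed as inactive read as strong as hits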
Target sequence (P00748 20-372 limits assumed): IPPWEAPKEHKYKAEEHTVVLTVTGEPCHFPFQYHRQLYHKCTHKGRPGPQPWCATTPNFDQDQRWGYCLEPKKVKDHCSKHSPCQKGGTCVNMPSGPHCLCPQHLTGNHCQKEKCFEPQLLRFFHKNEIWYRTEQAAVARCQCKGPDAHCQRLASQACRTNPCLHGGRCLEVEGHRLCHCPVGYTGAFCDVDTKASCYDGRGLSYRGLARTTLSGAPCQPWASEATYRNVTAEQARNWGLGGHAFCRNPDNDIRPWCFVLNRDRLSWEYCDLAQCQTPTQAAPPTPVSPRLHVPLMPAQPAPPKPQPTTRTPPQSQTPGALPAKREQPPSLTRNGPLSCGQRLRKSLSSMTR
Target sequence (P00748 373-615 limits assumed): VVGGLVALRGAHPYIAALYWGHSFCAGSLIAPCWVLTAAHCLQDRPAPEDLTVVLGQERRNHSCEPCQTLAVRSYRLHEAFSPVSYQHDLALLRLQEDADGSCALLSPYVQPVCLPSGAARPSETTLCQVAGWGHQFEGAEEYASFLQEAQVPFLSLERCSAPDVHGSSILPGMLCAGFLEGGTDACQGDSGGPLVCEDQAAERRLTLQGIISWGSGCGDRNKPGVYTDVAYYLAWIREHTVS
Cathepsin G inh – inhibitors of human cathepsin G; purified enzyme, AMC-tetrapeptide fluorescence, pooled mixtures; inhibition, % at 5 µM (by protocol); hit rate 0.2% among 62,000; AID 581;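 active means inhibition above 20% in each of the two mixture wells holding the compound; inactive means inhibition of 20% or less in either well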;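 further: 0% = enzyme control without mixture and 100% = blank lacking enzyme; strong numbers were not always called active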
CatB mixtures – human cathepsin B inhibition by mixtures; Purified cathepsin B, AMC dipeptide fluorescence, compound mixtures; inhibition, %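 (ten-compound pools at 5 µM per compound and 50 µM total)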; hit rate 0.06% among 62,000; AID 488; in the data active means inhibition above about 22%, passing the limit was not always enough;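 further: 0% = enzyme without compound and 100% = no enzyme blank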
CatL block – blocks human cathepsin L protease activity; P07711; purified cathepsin L, fluorogenic substrate, fluorescence; inhibition, %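 (tested at 10 µM)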; hit rate 0.17% among 58,000; AID 460; in the data active means inhibition above about 45%;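 further: 0% = enzyme with no compound and 100% = no enzyme blank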
Target sequence (P07711 114-288 limits assumed): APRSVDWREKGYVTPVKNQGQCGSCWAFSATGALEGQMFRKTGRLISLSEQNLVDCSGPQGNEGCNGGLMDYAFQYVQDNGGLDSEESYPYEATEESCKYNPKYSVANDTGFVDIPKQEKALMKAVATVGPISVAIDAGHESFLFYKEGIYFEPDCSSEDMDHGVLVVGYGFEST
Target sequence (P07711 292-333 limits assumed): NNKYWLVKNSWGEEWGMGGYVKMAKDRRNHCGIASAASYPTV
CatS inh – inhibitors of human cathepsin S; inhibition, %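 (tested at 5 µM per compound within 10-compound mixtures)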; recombinant cathepsin S, AMC dipeptide fluorescence, pooled mixtures; hit rate 0.06% among 62,000; P25774; in the data active means inhibition above about 32%, passing the limit was not always enough;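 further: 0% = enzyme without compound and 100% = blank without enzyme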
* hit, by the source's call; x = not tested or not shown. Unless noted, no stated cut-off is given here; in the data, active means inhibition above about 20% (passing the limit was not always enough); inactive means the rest. A portion of the library, so the mix of outcomes need not match the whole.

The line under a structure holds: C1s inh	CatB inh	AP complement	FXIa mix inh	FXIIa mix inh	Cathepsin G inh	CatB mixtures	CatL block	CatS inh
CN(Cc1ccccc1)C1CC(=O)N(c2ccc(C(=O)O)cc2)C1=O (centres undefined)
→ 10.9	1.9	-9.3	8.7	6.5	7.0	0.5	2.7	-6.8
CC(C)(C)NC(=O)C(c1ccccc1F)N(Cc1ccco1)C(=O)c1csnn1 (centres undefined)
→ 13.1	7.8	-3.7	10.8	-16.9	15.9	8.1	9.8	17.4
O=C1C2ON(c3ccccc3)C(c3ccccc3F)C2C(=O)N1c1ccccc1 (centres undefined)
→ 7.9	5.9	18.0	-0.1	2.5	14.5	-4.5	-1.3	-3.0
CCOC(=O)c1sc2nc(SCC#N)n(CC3CCCO3)c(=O)c2c1C (centres undefined)
→ 0.5	2.3	1.5	22.5*	7.3	-1.3	0.8	5.3	-1.1
COc1ccccc1CNc1n[nH]c(NCc2ccccc2OC)n1
→ 1.7	2.1	2.0	9.1	9.7	-0.1	1.6	11.8	16.4
NC(=O)C1CCN(CC(=O)Nc2ccccn2)CC1
→ 0.9	0.8	0.8	10.4	-12.4	2.1	-2.4	0.0	-4.4
O=C(NCCn1ccc2ccccc21)c1ccc2c(c1)OCO2
→ 6.6	5.6	12.1	9.2	1.3	7.1	2.3	5.2	-4.0
CN(C(=O)COC(=O)C1c2ccccc2Oc2ccccc21)C1CCS(=O)(=O)C1 (centres undefined)
→ 0.7	2.0	-2.6	-0.1	4.2	-2.9	-2.4	6.0	-9.2
Cc1ccc(Cn2c(N3CCCCCC3)nc3c2c(=O)[nH]c(=O)n3C)cc1
→ 2.1	0.7	1.5	0.8	-16.1	-2.4	-1.4	-0.9	-5.0
COc1ccc(NC(=O)Nc2c(C)n(-c3ccccc3)c(=O)n2C)cc1OC
→ 5.3	-0.1	-2.2	2.6	0.7	1.2	-1.1	6.6	7.9
CCN1CCN(C(c2ccccc2)c2sc3nc(C)nn3c2O)CC1 (centres undefined)
→ 12.8	3.2	17.5	8.4	4.4	6.9	-1.7	0.8	5.0
CCc1ccc(OCc2nc(-c3ccccn3)no2)c(Br)c1
→ -9.5	-1.7	10.5	1.0	4.2	0.5	5.9	0.8	-0.4
O=C(Oc1cc(=O)oc2ccccc12)c1ccco1
→ -18.6	3.3	-6.3	-6.6	-15.6	1.0	2.2	5.5	10.5
COc1cc2nc(NC(=O)c3ccc(Cl)cc3)[nH]c(=O)c2cc1OC
→ -1.8	-1.1	3.1	-0.5	8.5	12.0	-10.3	11.5	7.4
CCSc1nc2ccccc2n1CC(=O)N1CCCCC1
→ 0.4	0.7	12.9	-1.8	-1.1	8.2	49.1	56.0*	54.8
Nc1cc(N)nc(SCC(=O)Nc2ccc(Br)cc2Cl)n1
→ -18.8	0.3	-4.6	5.3	4.2	-5.9	-3.2	x	-17.1
O=C(NCc1ccc2c(c1)OCO2)c1c[nH]c2ccc(S(=O)(=O)N3CCOCC3)cc2c1=O
→ -13.0	2.8	23.2	-2.0	4.1	2.2	0.9	-1.1	-1.3
O=C(Nc1ccc(Br)cn1)c1ccc2nccnc2c1
→ 4.9	3.5	9.0	0.5	2.1	9.7	-4.9	-0.9	4.1
CCCCC(CC)CNC(=O)c1ccc2c(c1)OCO2 (centres undefined)
→ -33.0	6.4	4.1	-5.7	7.7	4.3	0.3	x	-13.8
O=C(NCc1ccco1)c1cnc2n(c1=O)CCS2
→ -62.8	1.8	8.6	-11.6	1.5	-1.1	-3.3	9.7	-19.2
COc1ccc(C)cc1NC(=O)CSc1nnc(COc2ccc(C)cc2)n1Cc1ccco1
→ 13.6	3.1	14.7	8.1	-20.2	9.5	6.4	4.1	-3.4
COc1ccc(NC(=O)C2CCCN(S(=O)(=O)c3c(C)n[nH]c3C)C2)c(OC)c1 (centres undefined)
→ 1.0	4.5	7.4	14.8	5.7	26.2	1.3	9.8	9.0
CCOC(=O)C1=C(C)Nc2nnnn2C1c1c[nH]c2ccccc12 (centres undefined)
→ 9.7	1.2	6.4	6.6	5.5	6.4	3.6	9.0	-18.6
CCOc1ccc2nc(NC(=O)CSc3nnc(-c4ccncc4)n3CC3CCCO3)sc2c1 (centres undefined)
→ -105.6	1.3	3.2	-12.8	1.8	-19.8	-7.0	-0.8	-16.4
Cc1ccc(C2NC(=O)c3c(sc4c3CCN(C)C4)N2)s1 (centres undefined)
→ 7.7	1.8	-14.2	-0.9	2.0	7.0	-0.4	55.0*	-3.3
CCN(CC)C(=O)c1cc(-c2ccccc2OC)on1
→ -6.2	-1.9	16.4	7.1	1.4	-0.9	-2.5	-6.2	-5.4
CC1(C)CC(=O)c2sc(NS(=O)(=O)Cc3ccccc3)nc2C1
→ -32.3	7.6	-10.8	-8.1	6.2	-15.2	0.0	-4.5	-3.0
CC(C)NC(=O)c1cc2c(-c3ccc(Cl)cc3)nn(C)c2s1
→ 11.6	-0.3	9.5	6.8	4.1	6.4	-0.8	11.1	-2.7
COc1ccc(-c2cc(C(=O)NC(C)C)no2)cc1
→ -2.1	3.6	16.9	-0.2	9.1	9.3	-0.2	3.0	3.2
O=C(NCc1cccnc1)c1c[nH]c2cc3c(cc2c1=O)OCCO3
→ 10.8	-0.5	28.0	3.0	0.7	9.2	-0.9	-5.0	-5.7
CCOC(=O)c1[nH]c2ccc(OCC)cc2c1NC(=O)CN1CCC2(CC1)OCCO2
→ -0.7	-1.2	13.5	4.9	5.2	-0.2	5.7	-11.2	1.5
Cc1cc(NC(=O)Nc2cccc(C(F)(F)F)c2)no1
→ 2.2	1.7	3.9	5.3	-3.2	0.9	-0.5	10.7	19.5
CCS(=O)(=O)Nc1ccc(C(=O)CC2(O)C(=O)Nc3ccccc32)cc1 (centres undefined)
→ 15.3	1.4	14.8	10.2	-0.8	10.6	8.9	-2.0	-10.4
CCN1CCN(C(=O)c2cc3c(-c4ccc(Cl)cc4)nn(C)c3s2)CC1
→ -2.3	1.9	3.2	4.2	2.9	1.5	0.8	-1.2	4.0
O=S(=O)(Cc1ccccc1Cl)N1CCCCC1
→ -4.3	-6.3	13.3	6.8	7.6	0.2	4.0	2.5	1.8
Cc1cc(C)cc(NC(=O)C2CCCC2)c1
→ 18.9	0.7	7.6	6.9	-15.2	13.8	4.5	-6.9	5.4
Cc1ccc(NC(=O)COC(=O)CN2CSCC2=O)cc1C
→ -0.5	-0.4	8.3	2.7	-19.2	-3.2	1.5	-0.5	7.9
COc1ccccc1NC(=O)CN1C(=O)NC(CC(C)C)C1=O (centres undefined)
→ 3.2	0.5	3.3	4.1	8.5	-0.7	2.8	x	-3.0
Cc1cc(Cl)ccc1OCC(=O)N1CCCCC1
→ 2.5	-5.4	23.1	6.4	4.1	1.3	-4.9	-6.1	-5.2
Cc1cc(C)n(-c2nc3ccccc3[nH]c2=O)n1
→ -3.7	-3.1	4.3	2.0	2.8	1.3	-1.4	20.2	2.9
O=C1CC(Cc2ccccc2)C(=O)N1CCCn1ccnc1 (centres undefined)
→ 4.7	-0.6	-0.8	0.3	1.6	10.4	8.9	2.0	1.4
O=S(=O)(Nc1ccccc1F)c1ccc2nsnc2c1
→ 3.9	1.2	18.4	2.1	20.9*	-0.1	-1.6	16.1	8.2
c1coc(-c2ncc[nH]2)c1
→ 10.1	2.6	28.1	7.3	1.7	6.6	1.5	6.1	-4.6
CC(C)c1ccc(N2C(=O)[C@@H]3Cc4ccccc4CN3C2=O)cc1
→ 5.6	-1.8	12.1	12.2	3.5	1.4	-3.9	-6.7	-4.3
O=C(CSc1nncs1)NCc1ccc2c(c1)OCO2
→ -2.0	3.0	-1.9	13.5	-1.5	-1.5	2.0	-0.5	-7.5
Cc1cc(-c2ccc(Cl)cc2)n2nc(N)nc2n1
→ 24.5	1.7	9.7	-1.2	2.5	4.4	2.6	-22.0	-8.5
CCOC(=O)c1cnc(SCC(=O)Nc2cc(OC)cc(OC)c2)nc1N
→ 15.5	2.4	7.1	0.4	9.9	14.1	5.0	-4.2	4.0
COc1ccc(OC)c(NC(=O)CCN2CCC(C)CC2)c1
→ -20.5	-1.9	-23.5	-1.8	7.2	-10.4	-1.0	-1.0	30.8
O=C(O)CCC(=O)Nc1ccc(Br)cn1
→ 13.5	9.8	19.3	8.5	2.2	11.7	-0.7	2.0	-5.3
COCCNC(=O)C1CCCN(c2nn3c(=O)cc(C)nc3s2)C1 (centres undefined)
→ 1.9	-0.7	14.8	-2.5	-1.7	4.4	3.6	-5.3	35.2

Other results follow:
The line under a structure holds: C1s inh	CatB inh	AP complement	FXIa mix inh	FXIIa mix inh	Cathepsin G inh	CatB mixtures	CatL block	CatS inh
CC1CCCCN1Cc1nc2c(c(=O)n(C)c(=O)n2C)n1Cc1c(F)cccc1Cl (centres undefined)
→ -6.6	-1.0	11.5	3.7	12.3	-1.9	-0.6	4.8	11.1
Cc1ccc(C)c(Cc2c(C)nc3c(C(=O)N4CCOCC4)cnn3c2C)c1
→ -3.2	2.0	5.3	6.9	-1.5	-2.6	1.2	-10.6	-6.8
COc1ccc(S(=O)(=O)Nc2ccccc2C(=O)NCc2ccco2)cc1
→ -5.7	-4.2	-8.4	6.6	0.2	-0.2	0.3	1.0	1.6
CN(C)CCN1C(=O)c2oc3ccccc3c(=O)c2C1c1cccc(Br)c1 (centres undefined)
→ 11.6	1.6	8.9	4.2	4.0	11.0	3.1	-4.3	0.0
Clc1ccc(C2CC(c3cccs3)n3ncnc3N2)c(Cl)c1 (centres undefined)
→ -55.9	0.1	12.0	-5.6	7.1	-6.3	-3.1	7.2	-3.1
CC(NC(=O)C1CCC1)c1ccc(Cl)cc1 (centres undefined)
→ -8.6	4.8	-20.2	2.8	0.7	-8.1	8.1	-0.3	18.0
Cc1cccc(-n2cnc3cc(C(=O)N4CCCCC4)ccc32)c1
→ -1.1	-3.8	12.8	-18.3	-13.3	-1.3	2.2	7.0	0.3
CC(C)OC(=O)c1c(NC(=O)c2cccs2)sc2c1CCCC2
→ 13.5	-3.1	14.6	7.7	-7.6	13.5	4.6	-13.9	-4.0
CC(=O)c1cccc(NC(=O)CN(c2ccc(C)cc2)S(=O)(=O)c2cccc3nonc23)c1
→ 1.0	2.7	8.8	0.2	12.3	7.7	2.1	20.8	5.0
CC(C)n1c(SC2C(=O)CC(C)(C)CC2=O)nc2c1c(=O)n(C)c(=O)n2C
→ 16.1	0.9	4.8	2.3	6.5	12.8	3.4	x	9.1
CCCCCCSC1=C(C#N)C(c2ccc(C)o2)CC(=O)N1 (centres undefined)
→ -37.0	3.6	-9.4	-5.6	5.9	5.2	-1.4	20.5	2.7
CCOc1ccc(C(CC(=O)O)NC(=O)COc2ccccc2)cc1 (centres undefined)
→ -10.1	-0.5	14.7	0.5	11.7	7.7	3.2	-3.5	-2.4
c1ccc(-n2cnnc2SCc2cn3ccsc3n2)cc1
→ 5.0	-0.9	10.8	0.1	3.6	11.4	2.5	18.4	11.8
CCOCC(=O)Nc1cccc(Br)c1
→ 2.7	-2.9	1.0	-4.6	7.0	1.5	-1.1	-4.5	17.2
CCOc1cc(CNc2ncc(-c3ccc(OC)cc3)n2C)ccc1O
→ 11.5	0.9	9.9	6.1	3.6	13.1	3.1	0.1	0.9
